Tau FP inhib: tau fibrillization inhibition (FP) | hit rate 0.39% among 280,000 | P10636 | Potency, µM (doses to about 57.7 µM), inactives show at the highest dose activity, negative = inhibition, usual class: inhibitors | K18 P301L tau heparin fibrillization, Alexa594 FP, 6 h | AID 1468; further: nearly all actives have a fitted effect of over 55% in size
Target sequence (P10636 561-689 P618L limits assumed): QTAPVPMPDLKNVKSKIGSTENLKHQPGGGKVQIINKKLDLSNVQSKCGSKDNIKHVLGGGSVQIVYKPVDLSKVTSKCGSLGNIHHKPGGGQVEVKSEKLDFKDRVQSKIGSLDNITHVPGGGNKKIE
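Compound effects on tau fibrillization are measured by Alexa 594 fluorescence polarization (ex 555, em 632 nm). K18 P301L tau is used at 15 uM with 0.24 uM labeled tracer, and 20 uM heparin induces aggregation over 6 hr at 37 C.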
L3MBTL1 inh: inhibitors of human L3MBTL1. Q9Y468. AlphaScreen L3MBTL1–H3K9me1 peptide binding. Potency, µM (doses to about 57.1 µM), inactives show at the highest dose activity, negative = inhibition, actives largely listed as inhibitors. hit rate 0.66% among 230,000; further: nearly all actives have a fitted effect of over 60% in size
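First, the protein-peptide complex forms for 30 min at room temperature (L3MBTL1 50 nM, biotinylated H3K9me1 peptide 75 nM). Next, compounds are pin-transferred and incubated 30 min. Finally, AlphaScreen beads are added and read after 30 min.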
TRb SRC2 PPI: inhibitors of human thyroid hormone receptor beta-SRC2 interaction; Potency, µM (doses to about 106 µM), for the others: at the top dose activity change, negative = inhibition, usual class: inhibitors; TRbeta-SRC2 peptide binding, fluorescence polarization; receptor liganded with 1 µM T3; AID 1469; hit rate 0.065% among 280,000;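 further: plate controls were bound peptide for no effect and peptide without receptor for full effect; nearly all actives have a fitted effect of over 50% in size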
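TRb LBD 0.6 uM + Texas Red SRC2 peptide 20 nM, 1 uM T3, Tris buffer w/ 5% DMSO; compound pinned, 5 h RT; FP read ex 555/em 632; normalized to unbound and bound controls.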
GoLoco inh red: blocks human Gai1 binding to RGS12 GoLoco peptide, red readout; Gai1:RGS12 GoLoco peptide FP, rhodamine, 10 min; Potency, µM (titrated, usually from 61.6 µM), for inactives: at the highest dose activity, negative = inhibition, hits mostly inhibitors; hit rate 0.44% among 230,000; P63096; active means well fitted inhibition curve with a large enough effect, not every such curve was filed as active; inactive means no such curve, though single readings can be large or run the other way; further: nearly all actives have a fitted effect of over 30% in size; many of its hits are not listed in these tables
Tau ThT inhib: blocks human tau fibril formation measured by thioflavin T; P10636; recombinant tau K18 P301L, heparin-induced fibrillization, ThT fluorescence; Potency, µM (highest dose often 57.4 µM), for the others: at the top dose activity, negative = inhibition, hits mostly inhibitors; hit rate 2.1% among 270,000; AID 1460; further: nearly all actives have a fitted effect of over 55% in size
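ThT emission at 510 nm, taken 1 hr after adding 30 uM dye, quantifies aggregates formed when 20 uM heparin acts on human tau K18 P301L for 6 hr at 37 C.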
JMJD2E inh: blocks human JMJD2E demethylase activity; B2RXH2; JMJD2E catalytic domain, FDH-coupled NADH fluorescence (FDH is formaldehyde dehydrogenase); Potency, µM (highest dose often 57.1 µM), without a hit: top-dose activity change, negative = inhibition, hits mostly inhibitors; hit rate 1.6% among 230,000; AID 2147; active means well fitted inhibition curve with a large enough effect, not every such curve was filed as active; inconclusive means small, poorly fitted or top-dose-only effect, or another doubt; inactive means no such curve, though single readings can be large or run the other way;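 further: 0% = wells with enzyme and -100% = buffer wells without enzyme; nearly all actives have a fitted effect of over 50% in size; many of its hits are not listed in these tables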
Target sequence (B2RXH2 1-337 limits assumed): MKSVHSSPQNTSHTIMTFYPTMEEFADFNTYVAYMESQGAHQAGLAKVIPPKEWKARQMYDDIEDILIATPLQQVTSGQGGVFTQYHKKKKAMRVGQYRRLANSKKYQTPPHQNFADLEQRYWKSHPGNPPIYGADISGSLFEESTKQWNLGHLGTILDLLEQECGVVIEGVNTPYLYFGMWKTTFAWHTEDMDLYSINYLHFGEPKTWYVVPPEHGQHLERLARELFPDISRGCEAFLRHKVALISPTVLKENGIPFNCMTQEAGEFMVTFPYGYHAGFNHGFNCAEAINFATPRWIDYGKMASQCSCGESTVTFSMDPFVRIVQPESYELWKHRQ
TR SRC2 fluor cs: alters Texas Red total fluorescence, flagging assay interference. TRb/SRC2 Texas Red total fluorescence interference. Potency, µM (titrated, usually from 106 µM), for inactives: at the highest dose fluorescence change, negative = quenching. hit rate 0.29% among 280,000; active means well fitted curve in either direction with a large enough effect; inconclusive means small, poorly fitted or top-dose-only effect
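Flags fluorescent or light-absorbing compounds by total fluorescence, S + 2P, at 555 nm excitation and 632 nm emission. Mixture: 20 nM Texas Red SRC2 peptide, 0.6 uM human TRb LBD, 1 uM T3, 5% DMSO; compound exposure 5 h at ambient temperature.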
RECQ1 helicase: inhibitors of human RECQ1 DNA helicase; RECQ1 DNA unwinding, red fluorescence kinetic read; hit rate 0.54% among 240,000; P46063; Potency, µM (top dose mostly 57.3 µM), for the others: top-dose activity, negative = inhibition, usual class: inhibitors;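 further: plate controls were vehicle for no effect and no enzyme for full effect; nearly all actives have a fitted effect of over 30% in size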
Target sequence (P46063 whole entry, looked up): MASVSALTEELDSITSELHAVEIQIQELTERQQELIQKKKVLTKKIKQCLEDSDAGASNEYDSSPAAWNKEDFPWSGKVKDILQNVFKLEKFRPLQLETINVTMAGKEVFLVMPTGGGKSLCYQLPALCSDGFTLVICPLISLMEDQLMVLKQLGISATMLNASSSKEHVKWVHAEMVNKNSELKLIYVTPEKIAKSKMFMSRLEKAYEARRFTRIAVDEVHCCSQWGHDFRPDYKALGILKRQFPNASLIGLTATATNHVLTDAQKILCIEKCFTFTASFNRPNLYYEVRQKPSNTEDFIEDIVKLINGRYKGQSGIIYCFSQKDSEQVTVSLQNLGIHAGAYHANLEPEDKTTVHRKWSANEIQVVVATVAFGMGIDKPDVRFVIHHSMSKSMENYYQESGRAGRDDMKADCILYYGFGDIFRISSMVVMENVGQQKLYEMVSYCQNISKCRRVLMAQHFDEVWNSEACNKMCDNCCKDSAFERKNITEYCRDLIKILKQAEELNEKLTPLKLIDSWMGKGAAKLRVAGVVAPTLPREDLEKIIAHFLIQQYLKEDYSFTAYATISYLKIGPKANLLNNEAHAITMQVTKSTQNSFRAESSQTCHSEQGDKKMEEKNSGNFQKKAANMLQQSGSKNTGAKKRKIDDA
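50 nM RECQ1T1 preincubated 15 min with compound in Tris pH 8.0 buffer with MgCl2, DTT, Tween-20 and 2.5 ug/ml poly(dI-dC); started with 200 nM TAMRA/BHQ-2 forked duplex and 2 mM ATP. Unwinding read as fluorescence (525/598 nm), two reads 2 h apart.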
An asterisk follows results filed as active; i = inactive; ? = inconclusive; · = not tested or not shown; & = joins results of further samples; [ ] = another dose, or the depositor's remark. Unless noted, the call rests on the fitted dose curve; in most records, active means well fitted curve in the direction sought with a large enough effect; inconclusive means small, poorly fitted or top-dose-only effect, or another doubt; inactive means no such curve, though single readings can be large; an effect the other way counts as inactive or inconclusive. Unless noted, on the % scale 0 is the no-effect control and ±100 the full control effect; potency means the concentration at half of the fitted maximal effect. Only part of the results is shown; the hit share may differ from the screen's.

The line under a structure holds: Tau FP inhib | L3MBTL1 inh | TRb SRC2 PPI | GoLoco inh red | Tau ThT inhib | JMJD2E inh | TR SRC2 fluor cs | RECQ1 helicase
CCC(=O)N1CCc2cc(S(=O)(=O)NC(C(=O)NC(C)c3ccccc3)C(C)C)ccc21 (centres undefined)
    0.4% | -2.0% | 4.4% | -9.0% | -1.1% | 4.5% | -2.9% | -3.4%
COc1ccc(S(=O)(=O)NCCSCc2ccco2)cc1
    -6.0% | · | -26.8% | 7.1% | ? | -10.9% | -6.1% | ?
CC(C)C[C@H](NC(=O)[C@H](O)[C@H](N)Cc1ccccc1)C(=O)O
    2.4% | · | -1.7% | 3.1% | -3.5% | -1.3% | -1.7% | 0.8%
COC(=O)c1cc(OC)c(OC)cc1NC(=O)c1ccc(C)o1
    10.8% | · | -11.9% | -7.6% | 1.7% | ? | -6.4% | -10.0%
O=C(CSc1nccn1-c1ccc(Cl)cc1)Nc1ccc(Cl)c(Cl)c1
    ? | · | -0.9% | · | -0.2% | · | 0.9% | ·
COc1ccc(NC(=O)Cn2ncc(Cl)c(Cl)c2=O)cc1S(=O)(=O)N1CCOCC1
    ? | 14.1µM* | 4.5% | -0.9% | ? | -16.7% | -8.3% | ?
COc1cccc(C(C(=O)NC2CCCC2)N(C(=O)c2ccco2)c2ccc(-n3cnnn3)c(C)c2)c1OC (centres undefined)
    5.9% | 3.5% | -0.9% | 3.5% | -0.2% | 4.3% | 0.4% | -5.0%
COc1cccc(CN(CC(=O)NC2CCCC2)C(=O)Cn2nnc(-c3cccs3)n2)c1
    3.7% | 0.7% | -0.4% | 2.8% | -3.0% | 6.8% | 3.4% | -2.1%
Fc1cccc(Cn2cc(C(=S)N3CCOCC3)c3ccccc32)c1
    2.8% | -19.8% | 0.6% | 4.6% | -2.6% | 9.3% | 3.3% | i
Cn1c(=O)n(C)c2cc(CNCc3ccc(F)cc3)ccc21
    2.6% | · | -4.1% | · | -1.0% | · | -6.1% | ·

Other results follow:
The line under a structure holds: Tau FP inhib | L3MBTL1 inh | TRb SRC2 PPI | GoLoco inh red | Tau ThT inhib | JMJD2E inh | TR SRC2 fluor cs | RECQ1 helicase
Cc1ccccc1NS(=O)(=O)c1ccc(C(=O)OCC(=O)NCC(C)C)cc1
    3.7% | 47.0%[activator] | -2.2% | -0.4% | 10.6% | 7.4% | 0.0% | i
COC(=O)CCCNc1ncccc1[N+](=O)[O-]
    3.8% | 16.7% | -7.9% | -5.4% | -7.0% | 5.1% | -0.6% | -2.4%
CCN(C(=O)CN1CCN(c2cccc(C(F)(F)F)c2)CC1)c1c(N)n(Cc2ccccc2)c(=O)[nH]c1=O
    -4.0% | · | 7.4% | 102.0%[activator] | -19.4% | 7.2% | 0.3% | 1.3%
CCc1nn(CC(=O)NCCCN(CC)CC)c(=O)c2cc3sc(C)cc3n12
    2.1%&3.1% | · | -0.4%&-3.0% | -8.0% | 3.4% | -9.6% | -2.3%&4.0% | -3.4%
CCn1c(SCC(=O)Nc2ncc(C(F)(F)F)cc2Cl)nnc1-c1ccccc1
    1.1% | 2.3% | 0.1% | 4.1% | 4.1% | 12.6% | 6.3% | 0.1%
COc1ccccc1Nc1ncnc2ccccc12
    -1.6% | 7.9% | 12.4% | -7.9% | 4.2% | 2.2% | 0.4% | -8.4%
O=C(N/N=C/c1cccc(OCC(=O)N2CCCC2)c1)C(=O)Nc1ccccc1F
    2.9% | 11.3% | -2.5% | 5.9% | -12.1% | 7.1% | -2.7% | -0.8%
Cc1ccc(C(NC(=O)/C=C\c2ccc3c(c2)OCO3)C(=O)Nc2ccc3c(c2)OCO3)cc1 (centres undefined)
    -14.3% | -3.0% | 0.3% | -0.3% | 7.3% | -1.3% | -10.6% | i
Cc1ccc2c(c1)c(C)c(C)n2CC(O)CN1CCCCC1C (centres undefined)
    1.0% | · | -3.5% | 16.5% | -11.2% | ? | 2.8% | -5.6%
CCOc1cc(NC(=O)c2cnccn2)c(OCC)cc1NC(=O)c1ccc(OC)cc1
    7.8% | -8.6% | -8.1% | 26.9% | ? | 1.6% | -1.2% | 8.7%

Next part.
The line under a structure holds: Tau FP inhib | L3MBTL1 inh | TRb SRC2 PPI | GoLoco inh red | Tau ThT inhib | JMJD2E inh | TR SRC2 fluor cs | RECQ1 helicase
Cc1oc2cc(O)ccc2c(=O)c1Oc1ccc2ccccc2c1
    -9.1% | -5.9% | ? | 5.7% | -12.1% | ? | -0.1% | -19.1%
CC1=C(C(=O)NCc2ccccc2)C(c2ccccc2OCC(N)=O)NC(=O)N1 (centres undefined)
    -1.8% | 4.1% | -21.2% | 1.6% | 2.4% | -10.4% | -1.2% | -1.5%
O=C(c1cccc(S(=O)(=O)N2CCOCC2)c1)N(CCO)Cc1ccccc1
    1.9% | 10.2% | -27.6% | -7.8% | 1.3% | 12.1% | 0.3% | -19.8%
CC(=NCc1ccco1)c1c(C(F)(F)F)[nH]n(-c2nc3ccccc3s2)c1=O
    -3.7% | · | 4.3% | 77.0%[activator] | -8.7% | -5.1% | -1.8% | -0.3%
Cn1c(SC2C(=O)CC(C)(C)CC2=O)nnc1-c1ccco1
    3.8% | 3.4% | -3.9% | -4.2% | -5.0% | -2.9% | 0.0% | 4.8%
O=C(Cn1cc(/C=C\[N+](=O)[O-])c2ccccc21)Nc1ccccc1
    -5.4% | · | -1.3% | 7.1% | · | -1.4% | -4.1% | i
Cc1nc2cc(CO)ccc2s1
    -0.4% | 1.8% | -4.3% | -1.1% | 3.2% | 8.6% | -1.3% | 2.5%
COCc1cc(/C=N\NC(=O)c2ccc(Cl)cc2)ccc1OC
    ? | -3.7% | -0.2% | 14.1% | -5.4% | -4.3% | -1.5% | -1.3%
O=C(COc1nncc2ccccc12)Nc1ccc(Br)cc1F
    2.5% | 5.1% | 2.4% | -7.0% | 1.7% | 6.5% | -1.8% | -1.9%
CCOc1ccccc1NC(=O)C1CCCN(S(=O)(=O)c2cccc3nsnc23)C1 (centres undefined)
    6.4% | -10.7% | -21.3% | 33.8%[activator] | 2.7% | -4.8% | -0.1% | -0.7%

Following part:
The line under a structure holds: Tau FP inhib | L3MBTL1 inh | TRb SRC2 PPI | GoLoco inh red | Tau ThT inhib | JMJD2E inh | TR SRC2 fluor cs | RECQ1 helicase
Cc1cccc(-c2oc(C)c(C)[n+]2[O-])c1
    5.5% | · | -7.4% | -1.2% | -10.7% | 16.4% | -1.7% | -5.1%
Cc1ccc2cccc(S(=O)(=O)Nc3c(C)n(C)n(-c4ccccc4)c3=O)c2n1
    5.9% | 1.2% | -7.5% | 5.2% | -0.3% | 7.4% | 0.2% | -0.3%
O=C1C2=C(C(c3ccccc3)=NCCN2)C(c2cccc([N+](=O)[O-])c2)N1c1ccccc1 (centres undefined)
    -1.7% | -4.5% | -7.1% | 4.9% | -9.7% | ? | -2.1% | i
CCOC(=O)N1CCN(c2ccc(N3C(=O)CCCC3=O)cc2[N+](=O)[O-])CC1
    -3.6% | · | -0.5% | 9.2% | -15.3% | 7.1% | 0.3% | -1.7%
Cc1nnsc1NC(=O)OCc1ccc(C(C)(C)C)cc1
    -3.3% | 13.5% | 3.0% | 2.3% | 6.5% | 14.1% | -1.7% | -5.3%
CC(CCl)OC(C)CCl (centres undefined)
    · | -4.5% | 0.6% | -2.8% | · | · | -1.5% | -0.4%
CC(=O)Nc1ccc(N(CC(O)Cn2c3ccccc3c3ccccc32)S(=O)(=O)c2ccc(C)cc2)cc1 (centres undefined)
    ? | -15.9% | 4.8% | -3.5% | 9.4% | 5.6% | 0.0% | -1.5%
Cc1ccc(C)c(-c2nnc(OCC(=O)Nc3cc(C)on3)c3ccccc23)c1
    -8.3% | · | -25.1% | 7.8% | -13.4% | ? | 2.9% | -6.7%
O=C(N=NC(=O)c1ccco1)c1ccc2c(O)n(N3C(=O)c4ccccc4C3=O)c(O)c2c1
    -3.1% | 4.5% | -2.6% | -7.6% | -3.2% | 0.1% | -7.3% | 9.6%
Cc1ccc(NC(=O)c2c3c(nc4ccccc24)CCC3)cc1S(=O)(=O)N(C)C
    5.6% | · | -6.3% | 17.1% | -16.3% | -11.4% | -6.4% | ?

Continuation.
The line under a structure holds: Tau FP inhib | L3MBTL1 inh | TRb SRC2 PPI | GoLoco inh red | Tau ThT inhib | JMJD2E inh | TR SRC2 fluor cs | RECQ1 helicase
COc1ccc(-c2nc(SCC(=O)Nc3ccc4c(c3)OCO4)c(-c3ccccc3)[nH]2)cc1
    ? | · | -1.9% | · | -0.4% | · | -3.6% | ·
CC(C)C[C@H](NC(=O)NCCC1=CCCCC1)C(=O)O
    -3.3% | 13.1% | 6.3% | 1.8% | -4.3% | 3.6% | -1.5% | 0.4%
CCCCC/C=C\C/C=C\C/C=C\C/C=C\CCCC(=O)C(F)(F)F
    ? | · | 1.4% | -6.7% | ? | · | 0.0% | -2.4%
COc1cc(NC(=O)Cn2nc(-c3ccc(F)cc3)ccc2=O)ccc1-n1cnnn1
    -12.1% | 3.9% | -5.5% | 4.5% | -5.3% | 0.7% | -2.2% | -6.0%
CC(=O)Nc1ccccc1/C=C/c1ccc2c(C)cc(C)c(O)c2n1
    5.6% | -11.9% | -2.5% | 3.3% | ? | 3.1% | 0.3% | -2.1%
Cc1cccc(NCN2C(=O)C3C4C=CC(C4)C3C2=O)c1 (centres undefined)
    -3.8% | · | -4.3% | 8.0% | -18.3% | 57.0%[activator] | -3.0% | -11.4%
COc1ccc(C(=O)Nc2ccc(Cl)cc2C(=O)N2CCCC(C)C2)cc1 (centres undefined)
    -4.4% | · | -5.3% | -9.5% | -2.5% | -4.3% | 0.7% | i
CCCCC#CC1C=CC(Oc2cc(OC)c(OC)c(OC)c2)C(CO)O1 (centres undefined)
    -4.9%[11.6 µM] | · | 5.8%[11.2 µM] | · | -9.7%[11.5 µM] | · | 0.2%[11.2 µM] | 4.9%[11.5 µM]
Cc1ccc(S(=O)(=O)N2CCN(c3nccnc3C#N)CC2)cc1
    ? | 22.9% | -4.7% | -5.7% | -9.8% | -12.2% | -0.7% | -10.6%
CCN(c1ccc(NC(=O)COC(=O)c2cccs2)cc1)C(C)C
    14.5% | · | 3.1% | -19.4% | -21.1% | -0.9% | -1.6% | -6.5%

Compound activity: PubChem BioAssay, National Center for Advancing Translational Sciences (NCATS)
